# ERK EGF inh – inhibitors of EGF-stimulated ERK signaling pathway; HEK293-V1b, EGF-stimulated phospho-ERK AlphaScreen; Potency, µM (top dose mostly 11.5 µM), for inactives: at the highest dose activity change, negative = inhibition, actives largely listed as inhibitors; actives 0.41% (n = 130,000); active = well fitted inhibition curve with a large enough effect; inconclusive = small, poorly fitted or top-dose-only effect, or effect the other way;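 also: plate controls were stimulated vehicle wells for no effect and unstimulated vehicle basal for full effect; nearly all actives have a fitted effect of over 55% in size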
#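 EGF-stimulated (25 nM, 5 min) phospho-ERK in HEK293 cells stably expressing V1b, cells pretreated 30 min with compound at 37C. Homogeneous AlphaScreen read on lysates.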
# The depositor's hits bear a star; ? = inconclusive; & = joins results of further samples; [ ] = another dose, or the depositor's remark. Potency is read from the fitted curve at half-maximal effect. A portion of the library, so the mix of outcomes need not match the whole.
SMILES,ERK EGF inh
COCCn1c(N2CCN(c3ccccc3)CC2)nc2c1c(=O)n(C)c(=O)n2C,-4.0%
COc1ccc(Nc2cc(C(=O)N3CCc4ccccc4C3)c3ccccc3n2)c(OC)c1,7.4%
CN(C)S(=O)(=O)c1cc(NC(=O)CN2CCNC(=O)C2)ccc1Cl,-3.2%
CC(=O)N1CCN(c2c(F)c(F)c(C(F)(F)F)c(F)c2F)CC1,5.2%
COc1cc(-c2nc3ccccn3c2/N=C/c2ccc(F)cc2)ccc1O,-2.0%
CCOC(=O)N1CCN(C(=O)c2ccccc2NC(=O)c2ccc(Br)cc2)CC1,-19.1%
O=C(Nc1ccc([N+](=O)[O-])cn1)c1cc(-c2cccc(Cl)c2)nc2ccccc12,-44.5%
O=C(NCCC1=CCCCC1)C1CCN(S(=O)(=O)c2cccc3nsnc23)CC1,10.2%
O=[N+]([O-])c1ccc(C(=S)N2CCCC2)cc1,-9.1%
c1ccc(-c2cnc(CSc3ncnc4sccc34)o2)cc1,6.9%
C=CCNC(=S)NC(=O)c1csc([N+](=O)[O-])c1,1.4%[57.5 µM]
O=C(NCc1ccccn1)c1cc(Br)ccc1Cl,-9.6%
COc1ccc(C2CC(c3ccccc3)=NN2C(=O)COC(=O)c2cccc(S(=O)(=O)N3CCOCC3)c2)cc1 (configuration not stated),7.9%
COc1cc(-c2cc(=O)c3c(O)cc(O)cc3o2)ccc1O,-2.8%[57.5 µM]
Cc1ccc(S(=O)(=O)NCCC(c2ccccc2)c2ccccc2)cc1C(=O)O,-2.9%
CCOc1cc(C(=O)NC(C)Cc2cccs2)cc(OCC)c1OCC (configuration not stated),-9.5%
C=C(C)C1CC=C(C)/C(=N/NC(=O)COc2ccccc2C)C1 (configuration not stated),11.2%
O=C(O)c1ccccc1SC1CC(=O)N(c2cccc3ccccc23)C1=O (configuration not stated),-10.3%[57.5 µM]
Cc1ccc(N2C(=O)CC(Cc3cccc(C)c3)C2=O)cc1 (configuration not stated),3.6%
C#CCOCCOCCOCCNc1nc(N2CCN(C(=O)[C@H]([C@@H](C)CC)n3cc([C@@H](N)Cc4ccc(O)cc4)nn3)CC2)nc(N2CCN(C(=O)[C@H](Cc3ccc(O)cc3)n3cc([C@@H](N)CC(C)C)nn3)CC2)n1,-1.0%[57.5 µM]
CCOC(=O)C(NC(=O)NCc1ccc(F)cc1)(OCC)C(F)(F)F (configuration not stated),-5.7%
COc1ccc2nc(-c3ccc(N)cc3)[nH]c2c1,8.5%
Cc1ccc(-c2cc(C(F)F)nc(NCC3CCCO3)n2)cc1 (configuration not stated),-6.2%
O=[N+]([O-])c1ccc(C2=NN(c3ccccc3)C(c3ccco3)C2)cc1 (configuration not stated),25.3%[57.5 µM]
COc1ccc(Cl)cc1NC(=O)CCNC(=O)OCc1ccccc1,0.5%
Nc1ncnc2nc(-c3ccc(N4CCOCC4)nc3)cc(-c3cccc(Br)c3)c12,2.3%
CCN1CCN(CCCNC(=O)c2ccc(/C=C3/Sc4ccccc4N(Cc4ccccc4F)C3=O)cc2)CC1,?
O=c1cnc2cnc(Nc3ccccc3)nc2n1C[C@H]1CCCO1,14.0%
Cc1ccc2c(c1)c(=O)c1c3n2CCN(C(=O)CCl)C3CC1 (configuration not stated),-13.5%[57.5 µM]
Cc1ccc(CC(=O)N(Cc2ccccc2)c2ccccn2)cc1,11.3%
CCCCC(=O)NC(=S)Nc1cc(C(=O)O)ccc1Cl,9.0%
Cc1cc(C)nc(SCc2nnc(SCC(=O)Nc3nc(-c4ccccc4)cs3)n2C)n1,3.5%
O=C(CN1N=C(c2ccccc2)CCC1=O)NCc1cccs1,8.3%
O=C(NC1CCCCC1)C(c1ccc(F)cc1)N(CCN1CCOCC1)C(=O)c1ccc(-c2ccccc2)[nH]1 (configuration not stated),-3.3%
CC(=O)NC1CCCN(O)C(=O)/C=C(\C)CCOC(=O)C(NC(C)=O)CCCN(O)C(=O)/C=C(\C)CCOC(=O)C(NC(C)=O)CCCN(O)C(=O)/C=C(\C)CCOC1=O (configuration not stated),6.0%[57.5 µM]
CS(=O)(=O)c1ncc(Cl)c(C(=O)Nc2ccc3ccccc3c2)n1,-1.5%
CCOc1ncccc1C(=O)OCC(=O)Nc1ccc2c(c1)OCO2,2.6%
CCn1c(Cc2ccccc2)nnc1SCC(=O)Nc1nc(C)cs1,5.7%
O=c1[nH]cnc2sc3c(c12)CCN(Cc1ccccc1)C3,-1.7%
Cc1cccc(Cc2cnc(N3C(=N)SC(c4ccccc4)C3=O)s2)c1 (configuration not stated),-8.0%
Cc1ccccc1CC1(CO)CCCN(Cc2ccn[nH]2)C1 (configuration not stated),9.0%
COc1ccccc1/C=C/C(=O)NC(=S)NC(C)C,6.5%
COc1ccc([N+](=O)[O-])cc1NCc1cccnc1,7.5%
CCN(CC)c1ccc(/C=N\N2CCN(Cc3ccc(C)cc3)CC2)cc1,?
COc1ccc(-c2nnc(SCC(=O)Nc3ccccc3OC)o2)cc1,-10.1%
Cn1cc(S(=O)(=O)c2ccccc2)n(C)c1=O,-16.9%
COc1cc2c(cc1OC)C(COc1ccccc1OC)N(C(=O)C(C)C)CC2 (configuration not stated),-1.8%
CC12CCC(C(=O)NCc3ccc(F)cc3)(OC1=O)C2(C)C (configuration not stated),-3.6%
O=C(c1ccccc1)c1sc(N2CCOCC2)nc1-c1ccccc1,-6.8%
COC(=O)c1c(O)cc(C(C)(C)C)n(-c2ccc(F)cc2)c1=O,-4.4%

# (list continues)
SMILES,ERK EGF inh
COc1ccccc1N1CCN(C(=O)c2ccc(NS(=O)(=O)c3ccc(C)cc3)cc2)CC1,-6.2%
Cc1cc(C(=O)OCC(=O)N2c3ccccc3NC(=O)C2(C)C)c(C)n1-c1ccccc1,?
O=C(CCNC(=O)c1ccccc1Cl)Nc1nc2ccccc2s1,-3.7%
Fc1cc(F)cc(NC(=S)N2CCN(c3ncccn3)CC2)c1,12.1%
CCOc1cc(CNn2nnnc2N)ccc1OCC(=O)NC(C)(C)C,-9.1%
COc1c(Cl)cc(Cl)cc1C(=O)n1nc(C)cc1C,10.5%
O=C(NCc1ccccc1Cl)c1ccccc1CCc1ccccc1,-3.7%
COc1cc(-c2nnc(SCC(=O)NC3CCS(=O)(=O)C3)o2)cc(OC)c1OC (configuration not stated),-3.9%
O=Cc1ccccc1OCCOc1ccc([N+](=O)[O-])cc1,3.3%
Cc1nc(C(F)(F)F)ccc1C(=O)Nc1ccccc1F,-12.0%[57.5 µM]
CC(=O)C1=C(O)C(=O)OC1c1ccc(C)cc1 (configuration not stated),-18.8%[57.5 µM]
Cc1ccc(C(=O)N2CC(C(=O)O)C2)cc1,-3.4%
COC(=O)c1sccc1NC(=O)COc1ccc(C)cc1,?
C[C@H](NC[C@H](O)CP(=O)(O)CC1CCCCC1)c1ccc(Cl)c(Cl)c1,-3.4%
COc1ccc(CC(=O)NCc2ccc3c(c2)cc(C)n3C)cc1,-3.9%
O=C1OCCC/C1=C\c1ccc2c(c1)OCO2,-9.6%[57.5 µM]
Cc1cnc(NC(=O)c2cc3ccccc3o2)s1,?
C[C@@H]1CN(Cc2nc(-c3cccs3)no2)C[C@H](C)O1,-1.0%
O=C(O)CCCCCN1C(=O)/C(=C/c2ccncc2)SC1=S,6.8%
COc1cc(NC(=O)CSCc2cnn(-c3ccccc3)c2-n2cccc2)cc(OC)c1,0.9%
COCCNC(=S)N1CCC(NC(=O)C23CC4CC(CC(C4)C2)C3)CC1,-0.1%
COc1ccc(-c2cc(C(=O)Nc3ccc(S(=O)(=O)Nc4onc(C)c4C)cc3)c3ccccc3n2)cc1,8.8%[57.5 µM]
CCNC(=O)COC(=O)CNC(=O)c1cc(Cl)cc([N+](=O)[O-])c1,4.3%
CC(C)(C)c1csc(CS(=O)(=O)c2ccccn2)n1,3.9%[57.5 µM]
Cc1ccc(O)c(N=Cc2cccs2)c1,5.8%
Cc1ccc(S(=O)(=O)N/N=C/c2c[nH]c3ccccc23)cc1,-4.8%
N/N=C(\Cc1cscn1)c1ccc(O)cc1O,1.8%[57.5 µM]
O=P(COCCOCCOCP(=O)(c1ccccc1)c1ccccc1)(c1ccccc1)c1ccccc1,-2.8%
CCCn1c(-c2ccc(F)cc2)nc2c(NC(C)CN(C)C)nc(C)nc21 (configuration not stated),5.5%
O=C1CC(N(CCc2ccccc2)C(=S)Nc2ccccc2)C(=O)N1c1ccc(F)cc1 (configuration not stated),-19.8%[57.5 µM]
CC(CCc1ccco1)NC(=O)Cn1ncc2c(=O)oc3ccccc3c21 (configuration not stated),1.3%
Cc1nn(Cc2ccc([N+](=O)[O-])cc2)c(=O)n1-c1cccc(Cl)c1,-6.3%
CCN(Cc1ccncc1)Cc1nc(-c2ccc(C(=O)OC)cc2)no1,-14.6%
Cc1csc2c(N3CCN(C(=S)Nc4ccc(F)cc4F)CC3)ncnc12,3.2%[57.5 µM]
CCOC(=O)C1CCCN(CCC(=O)Nc2cc(C)ccc2C)C1 (configuration not stated),2.9%
CNC(=S)NNC(=O)c1cccs1,-3.0%[57.5 µM]
Cc1cccc(C)c1NC(=O)COc1ccc2c(C)c(Cc3ccccc3)c(=O)oc2c1C,0.2%
CCOC(=O)c1nn(-c2ccc(Cl)cc2Cl)c(=N)c(C#N)c1C,?
COc1ccc(CCNC(=O)Nc2ccccc2[N+](=O)[O-])cc1,?
COc1cc(/C=C2/SC(=S)NC2=O)ccc1OS(=O)(=O)c1ccc(C)cc1,?
O=C1C(Cc2ccccc2)NC(=S)N1c1ccccc1 (configuration not stated),7.5%[57.5 µM]
Cc1nonc1NC(=O)CSc1nc2c(C)cccc2cc1C#N,-3.9%
O=C(CN1CCCN(S(=O)(=O)c2ccc(F)cc2)CC1)Nc1ccccc1Br,-3.3%
Cc1ccccc1-n1nc(C)c(N=O)c1N,-8.5%
COc1ccc(CNC(=O)CCCn2nc([N+](=O)[O-])cc2C)cc1,-1.6%
O=C(/C=C/c1cccc([N+](=O)[O-])c1)NCCSCc1ccco1,0.6%
CCOC(=O)C1(CCOc2ccccc2)CCN(Cc2cccn2-c2cccnc2)CC1,?
O=c1[nH]c(/C(Cl)=C/c2cc(Cl)ccc2O)nc2cc(Cl)ccc12,10.9%
CC(C)CCSc1nc2ccccc2[nH]1,-0.5%
CC(C)(C)c1nc(SCC(=O)c2ccccc2)c2ccccc2n1,2.7%

# The list goes on:
SMILES,ERK EGF inh
CCCn1c(N)c(C(=O)CSc2nc3ccccc3c(=O)n2-c2ccc(OC)cc2)c(=O)[nH]c1=O,-6.3%
COc1ccccc1NC(=O)Nc1ccc(C(=O)N2CCCCC2)cc1,-0.2%[57.5 µM]
CCOc1ccc(N(CC(=O)Nc2cccc(C)c2C)S(=O)(=O)c2c(C)[nH]c(=O)[nH]c2=O)cc1,0.9%[57.5 µM]
CCc1nnc(N/N=C/c2ccccc2F)n1N,-4.2%
CC(=O)NNC(=O)N1Cc2ccccc2Oc2ccc(Cl)cc21,17.2%&-9.0%
CCC(C)(C)n1nnnc1C(c1ccccn1)N1CCCCC1 (configuration not stated),-5.5%
O=C1CC(N(O)c2ccccc2)C(=O)N1c1ccc(Cl)c(Cl)c1 (configuration not stated),-5.0%[57.5 µM]
OCCC1CN(Cc2ccc3nonc3c2)CCN1Cc1ccsc1 (configuration not stated),10.1%
Oc1ccc(COCc2ccccc2)c2cccnc12,?
Cc1ccc(C(=O)n2c(-c3ccccc3)cnc2SCC(=O)Nc2ccc(C)cc2C)cc1,4.1%
CC(C)(O)C#Cc1ccc(C(=O)NCCC(=O)O)s1,-1.3%
CC(NC(=O)CCc1nnc(-c2ccccc2)o1)c1ccccc1 (configuration not stated),6.5%
Cc1cccc(C)c1Nc1nnc(SC(C)C(=O)Nc2c(C)n(C)n(-c3ccccc3)c2=O)s1 (configuration not stated),3.5%
COc1ccc(OC)c(NC(=O)CN(C)S(=O)(=O)c2ccc3nc(C)sc3c2)c1,3.9%
CC(=O)c1ccc(O)c(CSC2=NCCS2)c1,-10.0%

# Reformatted with the structure last: part of the list above
ERK EGF inh	mol
-4.0%	COCCn1c(N2CCN(c3ccccc3)CC2)nc2c1c(=O)n(C)c(=O)n2C
7.4%	COc1ccc(Nc2cc(C(=O)N3CCc4ccccc4C3)c3ccccc3n2)c(OC)c1
-3.2%	CN(C)S(=O)(=O)c1cc(NC(=O)CN2CCNC(=O)C2)ccc1Cl
5.2%	CC(=O)N1CCN(c2c(F)c(F)c(C(F)(F)F)c(F)c2F)CC1
-2.0%	COc1cc(-c2nc3ccccn3c2/N=C/c2ccc(F)cc2)ccc1O
-19.1%	CCOC(=O)N1CCN(C(=O)c2ccccc2NC(=O)c2ccc(Br)cc2)CC1
-44.5%	O=C(Nc1ccc([N+](=O)[O-])cn1)c1cc(-c2cccc(Cl)c2)nc2ccccc12
10.2%	O=C(NCCC1=CCCCC1)C1CCN(S(=O)(=O)c2cccc3nsnc23)CC1
-9.1%	O=[N+]([O-])c1ccc(C(=S)N2CCCC2)cc1
6.9%	c1ccc(-c2cnc(CSc3ncnc4sccc34)o2)cc1
1.4%[57.5 µM]	C=CCNC(=S)NC(=O)c1csc([N+](=O)[O-])c1
-9.6%	O=C(NCc1ccccn1)c1cc(Br)ccc1Cl
7.9%	COc1ccc(C2CC(c3ccccc3)=NN2C(=O)COC(=O)c2cccc(S(=O)(=O)N3CCOCC3)c2)cc1 (configuration not stated)
-2.8%[57.5 µM]	COc1cc(-c2cc(=O)c3c(O)cc(O)cc3o2)ccc1O
-2.9%	Cc1ccc(S(=O)(=O)NCCC(c2ccccc2)c2ccccc2)cc1C(=O)O
-9.5%	CCOc1cc(C(=O)NC(C)Cc2cccs2)cc(OCC)c1OCC (configuration not stated)

# Assay outcomes: PubChem, National Center for Advancing Translational Sciences (NCATS)
